Bim-Bcl-W – disrupts Bim peptide binding to human Bcl-W; Q92843; bead-based flow cytometry; inhibition, % at 10 µM; 190,000 tested, 0.02% active;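 also: 0% = bound tracer without compound and 100% = peptide blocker; higher means less fluorescent Bim peptide bound to Bcl-W beads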
Bfl-1 Bim block – disrupts Bim binding to human Bfl-1. Q16548. Bead-based flow cytometry, Bim-Bfl-1 binding inhibition. inhibition, % at 10 µM. 190,000 tested, 0.12% active;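 also: 0% = wells without compound plus tracer and 100% = blocker peptide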
RGS4-Gao reg – modulates binding of RGS4 to human Galphao | P09471 | Multiplexed bead flow cytometry; actives lie on both sides | binding response (% of control), % at 10 µM | 220,000 tested, 0.33% active; in the data active = binding response below about 49% or above about 150%; inactive = in between;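 also: fluorescent Galphao activated with aluminum fluoride binding bead-coupled RGS4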
Target sequence (P09471 whole entry, looked up): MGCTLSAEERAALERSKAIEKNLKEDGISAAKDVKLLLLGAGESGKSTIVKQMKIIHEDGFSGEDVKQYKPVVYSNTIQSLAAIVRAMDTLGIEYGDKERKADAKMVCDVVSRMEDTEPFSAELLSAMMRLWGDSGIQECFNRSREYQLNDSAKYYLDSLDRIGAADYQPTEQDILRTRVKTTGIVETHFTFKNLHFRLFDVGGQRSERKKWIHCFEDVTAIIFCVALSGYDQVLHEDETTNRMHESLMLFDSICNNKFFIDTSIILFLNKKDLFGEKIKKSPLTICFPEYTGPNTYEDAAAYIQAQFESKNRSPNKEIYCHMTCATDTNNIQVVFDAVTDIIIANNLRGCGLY
Bim-Bcl-XL – disrupts Bim peptide binding to human Bcl-XL | 190,000 tested, 0.04% active | Q07817 | inhibition, % at 10 µM | AID 1007 | bead flow cytometry, fluorescence
Target sequence (Q07817 whole entry, looked up): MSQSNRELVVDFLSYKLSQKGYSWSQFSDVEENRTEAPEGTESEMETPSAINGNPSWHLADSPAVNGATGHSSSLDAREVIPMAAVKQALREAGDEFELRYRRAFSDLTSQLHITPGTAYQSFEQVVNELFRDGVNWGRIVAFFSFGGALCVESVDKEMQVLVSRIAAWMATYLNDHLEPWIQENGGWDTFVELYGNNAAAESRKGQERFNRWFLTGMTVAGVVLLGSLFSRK
Mcl1 Noxa PPI – Mcl-1/Noxa interaction inhibition; inhibition, % at 21.7 µM; Q07820; 220,000 tested, 1.5% active; AID 1022; TR-FRET Mcl-1/Noxa peptide binding, 2 h;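 active = compounds that cut the protein-peptide binding signal by more than 50% relative to plate controls in a single-dose test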;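 also: His-tagged Mcl-1 with rhodamine Noxa BH3 peptide and terbium anti-His antibody; 0% = Mcl-1 plus Noxa peptide wells and 100% = peptide-only wells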
Target sequence (Q07820 whole entry, looked up): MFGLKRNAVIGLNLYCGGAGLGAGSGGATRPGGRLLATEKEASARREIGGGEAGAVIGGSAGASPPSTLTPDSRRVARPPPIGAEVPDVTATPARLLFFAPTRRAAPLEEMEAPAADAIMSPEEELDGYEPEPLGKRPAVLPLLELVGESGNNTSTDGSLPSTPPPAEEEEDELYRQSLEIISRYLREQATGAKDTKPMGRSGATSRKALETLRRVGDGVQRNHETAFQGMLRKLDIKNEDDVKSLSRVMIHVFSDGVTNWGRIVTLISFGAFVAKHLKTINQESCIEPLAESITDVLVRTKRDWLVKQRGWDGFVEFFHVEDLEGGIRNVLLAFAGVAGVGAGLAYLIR
Bcl-2 Bim block – human Bim-Bcl-2 interaction inhibition | AID 950 | 190,000 tested, 0.06% active | inhibition, % at 10 µM | Bead-based flow cytometry, Bim peptide-Bcl-2 binding | P10415; in the data active = inhibition above about 40%; inconclusive = no clear call, values can overlap the other calls;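 also: 0% = no compound wells with probe peptide and 100% = reference peptide inhibitor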
RGS8-Gao reg – regulators of human RGS8-Galphao interaction; P09471; multiplexed bead flow cytometry, RGS8-Galphao binding; actives lie on both sides; response (percent of control binding), % at 10 µM; 220,000 tested, 0.34% active; in the data active = response below about 60% or above about 140%; inactive = in between;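 also: Galphao activated as the GDP aluminium fluoride complex binding bead-coupled RGS8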
Bim-Bcl-B – inhibitors of Bim-Bcl-B interaction, human; bead-based flow cytometry, Bim peptide-Bcl-B binding; AID 951; inhibition, % at 10 µM; Q9HD36; 190,000 tested, 0.073% active;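 also: 0% = tracer peptide without compound and 100% = reference inhibitor peptide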
RGS7-Gao – regulators of human RGS7-Galphao interaction | P09471 | Multiplexed bead flow cytometry, RGS7-Galphao binding; actives lie on both sides | binding response (% of control), % at 10 µM | 220,000 tested, 0.35% active | AID 1439; in the data active = binding response below about 49% or above about 150%; inconclusive = no clear call, values can overlap the other calls; inactive = in between;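 also: fluorescent Galphao held in activated GDP-AlF4 state binding bead-coupled RGS7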
Mcl1-Bid inh – disrupts binding of human Mcl-1 to Bid peptide. Q07820. 220,000 tested, 0.97% active. AID 1021. TR-FRET Mcl-1/Bid-Dy647 peptide binding, 1536-well. inhibition, % at 21.7 µM;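 active = compounds that cut the binding signal by more than half at the single screening dose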;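 also: His-tagged Mcl-1 with europium anti-His antibody binding Bid BH3 peptide; 0% = Mcl-1 plus peptide wells and 100% = peptide-only wells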
Bim-Mcl-1 – human Bim-Mcl-1 interaction inhibition; AID 1009; inhibition, % at 10 µM; 190,000 tested, 0.1% active; Bead-based flow cytometry, Bim peptide-Mcl-1 binding; Q07820;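 also: 0% = no compound tracer wells and 100% = peptide blocker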
Active calls of the source: *. Rule as the data show it, unless noted: active = inhibition above about 40%.

How did COc1ccc(-n2c(Cc3cccn3C)nnc2SCC(=O)Nc2ccccc2C)cc1 do in these assays?
Bim-Bcl-W: 0; Bfl-1 Bim block: -9; RGS4-Gao reg: 103; Bim-Bcl-XL: -1; Mcl1 Noxa PPI: 20; Bcl-2 Bim block: -8; RGS8-Gao reg: 105; Bim-Bcl-B: -4; RGS7-Gao: 105; Mcl1-Bid inh: -42; Bim-Mcl-1: -1

How did CC(=O)NCCc1cc2cc(C)c(C)cc2[nH]c1=O do in these assays?
Bim-Bcl-W: -1; Bfl-1 Bim block: 0; RGS4-Gao reg: 97; Bim-Bcl-XL: -3; Mcl1 Noxa PPI: 4; Bcl-2 Bim block: 0; RGS8-Gao reg: 104; Bim-Bcl-B: 0; RGS7-Gao: 102; Mcl1-Bid inh: 5; Bim-Mcl-1: -5

How did Cc1cc(N2CCN(C)CC2)nc2ccc(NC(=O)c3cccnc3Cl)cc12 do in these assays?
Bim-Bcl-W: 0; Bfl-1 Bim block: -5; RGS4-Gao reg: 108; Bim-Bcl-XL: 2; Mcl1 Noxa PPI: 19; Bcl-2 Bim block: -8; RGS8-Gao reg: 105; Bim-Bcl-B: -10; RGS7-Gao: 106; Mcl1-Bid inh: -12; Bim-Mcl-1: -2

Results for S=C(NCc1ccccn1)Nc1ccccc1Cl ?
Bim-Bcl-W: -8; Bfl-1 Bim block: -11; RGS4-Gao reg: 94; Bim-Bcl-XL: -9; Mcl1 Noxa PPI: -1; Bcl-2 Bim block: -9; RGS8-Gao reg: 98; Bim-Bcl-B: -16; RGS7-Gao: 95; Mcl1-Bid inh: -30; Bim-Mcl-1: -11

How did O=C1Nc2ccccc2N(O)N1c1cc(-c2cccc(Cl)c2)no1 do in these assays?
Bim-Bcl-W: 1; Bfl-1 Bim block: -8; RGS4-Gao reg: 103; Bim-Bcl-XL: -8; Mcl1 Noxa PPI: 4; Bcl-2 Bim block: -5; RGS8-Gao reg: 101; Bim-Bcl-B: -9; RGS7-Gao: 99; Mcl1-Bid inh: 2; Bim-Mcl-1: -1

What do the screens show for `Cc1ccc(Oc2ccc(Oc3ccc(C)cc3)nn2)cc1`?
Bim-Bcl-W: 3; Bfl-1 Bim block: 0; RGS4-Gao reg: 103; Bim-Bcl-XL: 0; Mcl1 Noxa PPI: -21; Bcl-2 Bim block: 2; RGS8-Gao reg: 99; Bim-Bcl-B: 3; RGS7-Gao: 103; Mcl1-Bid inh: -1; Bim-Mcl-1: -3

Results for CCCN1C(=O)/C(=C/c2ccccc2OCc2ccc(C(=O)O)cc2)NC1=S ?
Bim-Bcl-W: -1; Bfl-1 Bim block: -8; RGS4-Gao reg: 100; Bim-Bcl-XL: -1; Mcl1 Noxa PPI: 21; Bcl-2 Bim block: -6; RGS8-Gao reg: 100; Bim-Bcl-B: -8; RGS7-Gao: 95; Mcl1-Bid inh: -26; Bim-Mcl-1: 0

Results for COC(=O)c1sccc1NC(=O)c1cc(-c2ccc(C)cc2C)nc2ccccc12 ?
Bim-Bcl-W: -3; Bfl-1 Bim block: -16; RGS4-Gao reg: 101; Bim-Bcl-XL: -13; Mcl1 Noxa PPI: 0; Bcl-2 Bim block: -12; RGS8-Gao reg: 102; Bim-Bcl-B: -7; RGS7-Gao: 100; Mcl1-Bid inh: -34; Bim-Mcl-1: -3

Results for CCN(CC)CCCNC(=O)C(C)Sc1nc(-c2ccccc2)cc(C(F)(F)F)n1 (configuration not stated) ?
RGS4-Gao reg: 101; Mcl1 Noxa PPI: -2; RGS8-Gao reg: 100; RGS7-Gao: inconclusive; Mcl1-Bid inh: -25

Results for Cn1c(Cn2c(=O)sc3ccccc32)nnc1SCC(=O)NCc1ccc(F)cc1 ?
Bim-Bcl-W: 5; Bfl-1 Bim block: 5; RGS4-Gao reg: 100; Bim-Bcl-XL: 5; Mcl1 Noxa PPI: -2; Bcl-2 Bim block: 4; RGS8-Gao reg: 101; Bim-Bcl-B: 7; RGS7-Gao: 101; Mcl1-Bid inh: -3; Bim-Mcl-1: 5

How did S=C1NNC2(NN1)C1CC3CC(C1)CC2C3 do in these assays?
Bim-Bcl-W: -1; Bfl-1 Bim block: 1; RGS4-Gao reg: 102; Bim-Bcl-XL: -6; Mcl1 Noxa PPI: -11; Bcl-2 Bim block: 13; RGS8-Gao reg: 101; Bim-Bcl-B: -19; RGS7-Gao: 106; Mcl1-Bid inh: -33; Bim-Mcl-1: -1

Results for CC(C)OCCCNC(=S)Nc1ccc(S(N)(=O)=O)cc1 ?
Bim-Bcl-W: 1; Bfl-1 Bim block: 16; RGS4-Gao reg: 98; Bim-Bcl-XL: -5; Mcl1 Noxa PPI: 20; Bcl-2 Bim block: 0; RGS8-Gao reg: 91; Bim-Bcl-B: -44; RGS7-Gao: 122; Mcl1-Bid inh: -59; Bim-Mcl-1: -20

What do the screens show for `Cc1cc(/C=N\NC(=O)CC(=O)NC2CCCCC2)c(C)n1-c1ccc(Cl)cc1`?
Bim-Bcl-W: 0; Bfl-1 Bim block: -12; RGS4-Gao reg: 101; Bim-Bcl-XL: 2; Bcl-2 Bim block: -5; RGS8-Gao reg: 100; Bim-Bcl-B: -5; RGS7-Gao: 100; Mcl1-Bid inh: -38; Bim-Mcl-1: 0

What do the screens show for `O=C(NCCc1ccccc1)c1ccc2c(c1)N(Cc1ccccc1)C(=O)CS2=O` (configuration not stated)?
Bim-Bcl-W: -5; Bfl-1 Bim block: -10; RGS4-Gao reg: 97; Bim-Bcl-XL: -10; Mcl1 Noxa PPI: -4; Bcl-2 Bim block: -11; RGS8-Gao reg: 100; Bim-Bcl-B: -11; RGS7-Gao: 96; Mcl1-Bid inh: -3; Bim-Mcl-1: -4

How did CC1(C)CNc2cc([N+](=O)[O-])ccc2S1 do in these assays?
Bim-Bcl-W: -3; Bfl-1 Bim block: -5; RGS4-Gao reg: 101; Bim-Bcl-XL: -2; Mcl1 Noxa PPI: 19; Bcl-2 Bim block: -2; RGS8-Gao reg: 99; Bim-Bcl-B: -1; RGS7-Gao: 101; Mcl1-Bid inh: -55; Bim-Mcl-1: 0

What do the screens show for `CC1(C)CN2C(=S)N(c3ccccc3)C(c3ccccc3)N2C1` (configuration not stated)?
Bim-Bcl-W: -1; Bfl-1 Bim block: -2; RGS4-Gao reg: 101; Bim-Bcl-XL: -3; Mcl1 Noxa PPI: 9; Bcl-2 Bim block: -2; RGS8-Gao reg: 89; Bim-Bcl-B: -2; RGS7-Gao: 98; Mcl1-Bid inh: -21; Bim-Mcl-1: 0

What do the screens show for `CCOC(=O)N1CCN(C(=O)c2cc3c(s2)-c2ccc(Cl)cc2S(=O)(=O)C3)CC1`?
Bim-Bcl-W: -3; Bfl-1 Bim block: -5; RGS4-Gao reg: 99; Bim-Bcl-XL: -3; Mcl1 Noxa PPI: 8; Bcl-2 Bim block: -5; RGS8-Gao reg: 99; Bim-Bcl-B: -3; RGS7-Gao: inconclusive; Mcl1-Bid inh: -31; Bim-Mcl-1: -2

Results for CCOC(=O)N1CCC(Nc2ncnc3c2cnn3-c2ccc(Cl)cc2)CC1 ?
Bim-Bcl-W: 0; Bfl-1 Bim block: -13; RGS4-Gao reg: 103; Bim-Bcl-XL: -2; Mcl1 Noxa PPI: 9; Bcl-2 Bim block: -4; RGS8-Gao reg: 99; Bim-Bcl-B: -5; RGS7-Gao: 96; Mcl1-Bid inh: 2; Bim-Mcl-1: 1

How did NC(=O)Cn1c(-c2nonc2N)nc2ccccc21 do in these assays?
Bim-Bcl-W: 0; Bfl-1 Bim block: -8; RGS4-Gao reg: 102; Bim-Bcl-XL: -1; Mcl1 Noxa PPI: -22; Bcl-2 Bim block: 0; RGS8-Gao reg: 85; Bim-Bcl-B: -4; RGS7-Gao: 95; Mcl1-Bid inh: -11; Bim-Mcl-1: 1

What do the screens show for `CC(C)Oc1cccc(OCCN2C(=O)c3ccccc3C2=O)c1`?
Bim-Bcl-W: -1; Bfl-1 Bim block: -5; RGS4-Gao reg: 101; Bim-Bcl-XL: -2; Mcl1 Noxa PPI: -5; Bcl-2 Bim block: -1; RGS8-Gao reg: 103; Bim-Bcl-B: -1; RGS7-Gao: inconclusive; Mcl1-Bid inh: -23; Bim-Mcl-1: 0

Results for Cc1onc(-c2ccccc2Cl)c1C(=O)NC1CCS(=O)(=O)C1 (configuration not stated) ?
Bim-Bcl-W: 3; Bfl-1 Bim block: -8; RGS4-Gao reg: 102; Bim-Bcl-XL: 1; Mcl1 Noxa PPI: 14; Bcl-2 Bim block: -9; RGS8-Gao reg: 101; Bim-Bcl-B: -7; RGS7-Gao: 101; Mcl1-Bid inh: -13; Bim-Mcl-1: 1

Results for CCOc1ccc(-c2c[n+]3c(n2-c2ccccc2)CCCCC3)cc1 ?
Bim-Bcl-W: 4; Bfl-1 Bim block: 7; RGS4-Gao reg: 101; Bim-Bcl-XL: 0; Mcl1 Noxa PPI: 16; Bcl-2 Bim block: 2; RGS8-Gao reg: 105; Bim-Bcl-B: 1; RGS7-Gao: 95; Mcl1-Bid inh: 0; Bim-Mcl-1: -1

Results for CC1(c2ccc(Cl)cc2)NC(=O)N(CC(=O)N2CCCC2)C1=O (configuration not stated) ?
Bim-Bcl-W: -2; Bfl-1 Bim block: -2; RGS4-Gao reg: 101; Bim-Bcl-XL: -1; Mcl1 Noxa PPI: -10; Bcl-2 Bim block: -3; RGS8-Gao reg: 101; Bim-Bcl-B: -3; RGS7-Gao: 99; Mcl1-Bid inh: -14; Bim-Mcl-1: -3

What do the screens show for `CCCC(=O)OC/C(O)=C(\C#N)c1nc2ccccc2[nH]1`?
Bim-Bcl-W: 0; Bfl-1 Bim block: 4; RGS4-Gao reg: 98; Bim-Bcl-XL: -3; Mcl1 Noxa PPI: 12; Bcl-2 Bim block: -1; RGS8-Gao reg: 99; Bim-Bcl-B: 2; RGS7-Gao: 94; Mcl1-Bid inh: -58; Bim-Mcl-1: -5

Results for COc1ccc(NC(=S)Nc2cc(C)cc(C)n2)cc1OC ?
Bim-Bcl-W: -4; Bfl-1 Bim block: -1; RGS4-Gao reg: 89; Bim-Bcl-XL: -8; Mcl1 Noxa PPI: -1; Bcl-2 Bim block: -8; RGS8-Gao reg: 92; Bim-Bcl-B: -9; RGS7-Gao: 93; Mcl1-Bid inh: -25; Bim-Mcl-1: -7

Results for COC(=O)c1nc2nc(C)cc(=O)n2[nH]1 ?
Bim-Bcl-W: 0; Bfl-1 Bim block: -18; RGS4-Gao reg: 106; Bim-Bcl-XL: -6; Mcl1 Noxa PPI: -256; Bcl-2 Bim block: -10; RGS8-Gao reg: 103; Bim-Bcl-B: -6; RGS7-Gao: 103; Mcl1-Bid inh: -44; Bim-Mcl-1: -1

How did Cc1noc(C)c1COC(=O)c1cccc(N(C)C)c1 do in these assays?
Bim-Bcl-W: 0; Bfl-1 Bim block: -3; RGS4-Gao reg: 100; Bim-Bcl-XL: 0; Mcl1 Noxa PPI: 16; Bcl-2 Bim block: 0; RGS8-Gao reg: 101; Bim-Bcl-B: -3; RGS7-Gao: 104; Mcl1-Bid inh: -44; Bim-Mcl-1: 0

Assay outcomes from PubChem BioAssay.
